AGP1-GFP MLPCN: modulators of TOR pathway AGP1-GFP in S. cerevisiae; S. cerevisiae AGP1-GFP multiplex flow cytometry, 3 h; GFP as percent of DMSO wells; GFP response vs DMSO, % at 10 µM; 320,000 tested, 0.02% active; AID 2066;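 active = GFP response relative to DMSO above a set limit, near screen average plus 3 SD, cut at about 150% in these data; inconclusive = fewer than 70 cells counted for the yeast strain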;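 also: median GFP channel fluorescence of the gated AGP1 strain per well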
Bcl-xL primary: Bcl-xL (human) inhibition. inhibition, % at 10.9 µM. GST-Bcl-xL / FITC-Bim BH3 peptide fluorescence polarization. 320,000 tested, 0.7% active;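 active = inhibition above the mean of all tested compounds plus 3 SD, cutoff set per campaign, cut at about 30% in these data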;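 also: 0% = DMSO wells and 100% = unlabeled Bim-BH3 peptide competitor; inhibitors lower millipolarization by displacing the labeled peptide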
VLA-4 inh: inhibition in a human VLA-4 binding assay; P13612; VLA-4 expressing cells, ligand binding flow cytometry; inhibition, % (about 7 µM as worked out from the volumes in the protocol); 330,000 tested, 0.2% active; AID 2557; in the data active = inhibition above about 50%
GLD-1 TGE inh: GLD-1-TGE RNA interaction inhibition (C. elegans). Q17339. purified GLD-1 + fluorescein TGE RNA, fluorescence polarization. inhibition, % at 5.96 µM. 320,000 tested, 0.44% active;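 active = percent inhibition above a per-plate cutoff, the plate mean of test compounds plus 3 SD, cut at about 30% in these data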;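 also: 0% = DMSO wells with GLD-1 and probe and 100% = wells lacking GLD-1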
Target sequence (Q17339 whole entry, looked up): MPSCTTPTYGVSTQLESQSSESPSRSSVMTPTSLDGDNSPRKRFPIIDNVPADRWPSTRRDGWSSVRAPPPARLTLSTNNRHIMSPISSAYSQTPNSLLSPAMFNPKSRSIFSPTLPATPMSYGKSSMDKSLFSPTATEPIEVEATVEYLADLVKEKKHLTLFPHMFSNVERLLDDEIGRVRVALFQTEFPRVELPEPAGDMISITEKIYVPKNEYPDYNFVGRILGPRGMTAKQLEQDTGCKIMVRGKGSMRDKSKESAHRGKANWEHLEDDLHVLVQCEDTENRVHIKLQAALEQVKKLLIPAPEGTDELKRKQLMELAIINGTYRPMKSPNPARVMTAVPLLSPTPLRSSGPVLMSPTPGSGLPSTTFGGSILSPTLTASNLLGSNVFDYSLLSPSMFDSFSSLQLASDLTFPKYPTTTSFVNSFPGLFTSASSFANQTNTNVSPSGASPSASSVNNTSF
MEX-5 binding: C. elegans MEX-5 TCR-2 RNA binding activity | 300,000 tested, 0.38% active | MEX-5/FITC-TCR2 RNA binding, fluorescence polarization; hits give low values | activity score (negative = inhibition of binding), % at 10 µM;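 active = inhibition past about -25% in most replicates, and total fluorescence under double the plate's negative control median, limit read from the data; inconclusive = replicates evenly split on the limit, or fluorescence at least double controls; inactive = too little inhibition in most replicates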;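 also: 0% = DMSO and -100% = 5 µM competing unlabeled TCR2 RNA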
Target sequence (Q9XUB2 whole entry, looked up): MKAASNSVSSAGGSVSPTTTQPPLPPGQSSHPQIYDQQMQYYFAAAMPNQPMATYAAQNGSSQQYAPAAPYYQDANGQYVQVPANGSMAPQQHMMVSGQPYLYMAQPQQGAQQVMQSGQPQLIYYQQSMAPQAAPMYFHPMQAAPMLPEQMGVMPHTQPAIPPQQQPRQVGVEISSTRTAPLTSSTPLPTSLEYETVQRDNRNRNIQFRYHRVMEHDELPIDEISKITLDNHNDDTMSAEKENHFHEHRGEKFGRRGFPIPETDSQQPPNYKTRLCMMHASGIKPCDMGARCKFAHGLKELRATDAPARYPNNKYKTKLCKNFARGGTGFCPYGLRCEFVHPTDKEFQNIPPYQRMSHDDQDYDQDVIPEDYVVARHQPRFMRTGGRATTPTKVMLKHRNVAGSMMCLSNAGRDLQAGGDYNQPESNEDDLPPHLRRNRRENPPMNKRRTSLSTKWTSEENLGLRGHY
MCL1 BIM primary: disrupts human MCL1 binding to BIM-BH3 peptide | GST-MCL1 / FITC-Bim-BH3 fluorescence polarization | inhibition, % at 10.9 µM | 320,000 tested, 0.68% active | AID 2057;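 active = inhibition above the mean inhibition of all tested compounds plus 3 SD, set per campaign, cut at about 40% in these data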;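 also: 0% = DMSO wells and 100% = unlabeled Bim-BH3 peptide control; higher means more loss of mP so more displacement of Bim peptide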
GRK2 aptamer HTS: inhibitors of human GRK2 displacing RNA aptamer | P25098 | bead flow cytometry, FAM-aptamer displacement from GRK2 | inhibition of aptamer binding, % at 10 µM | 330,000 tested, 0.59% active;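 active = inhibition of aptamer binding above 40%, roughly 3 SD of noise, on plates passing a quality check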;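 also: median bead fluorescence of bound FAM aptamer so fluorescent compounds give negative values; no value below 0 was filed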
CIT2 TOR yeast: modulators of TOR pathway CIT2-GFP in S. cerevisiae; S. cerevisiae CIT2-GFP strain, flow cytometry, 3 h; 100 means same as DMSO wells; GFP response vs DMSO, % at 10 µM; 320,000 tested, 0.065% active;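 active = GFP response relative to DMSO above a set limit, near the screen mean plus 3 SD, cut at about 150% in these data; inconclusive = Fewer than 70 cells measured for a yeast strain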;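 also: ratio of well median GFP fluorescence to mean of DMSO wells on the plate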
Fam108B counter: Fam108B inhibition, counter-screen for RBBP9 inhibitors | recombinant Fam108B, FP-Rh probe fluorescence polarization | 300,000 tested, 0.33% active | AID 1947 | inhibition, % at 9.51 µM;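 active = inhibition above the screen mean inhibition plus 3 SD, computed separately per campaign, cut at about 18% in these data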;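 also: inhibitors lower polarization as less probe binds the enzyme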
The depositor's hits bear a star; ? = inconclusive; / = no result given.

entry	canonical_smiles	AGP1-GFP MLPCN	Bcl-xL primary	VLA-4 inh	GLD-1 TGE inh	MEX-5 binding	MCL1 BIM primary	GRK2 aptamer HTS	CIT2 TOR yeast	Fam108B counter
1	Cc1ccc(SCc2[nH]nc3c2C(c2ccc(C)o2)C(C#N)=C(N)O3)cc1 (centres undefined)	103	3	-2	7	/	2	0	94	0
2	CCn1nc(NC(=O)C2CCCO2)c2cc3cccc(C)c3nc21 (centres undefined)	95	-1	25	3	1.4	-3	0	80	4
3	Cc1cc(C)nc(SCc2ccc(C(=O)N/N=C/c3cccc(O)c3O)cc2)n1	/	4	26	-2	-0.8	12	0	/	50*
4	O=C1C(Cl)=C(N2CCN(c3ccccc3[N+](=O)[O-])CC2)C(=O)c2ccccc21	84	27	27	13	-8.9	25	0	82	30*
5	O=C(CSc1nnnn1-c1ccccc1)NCC1(N2CCOCC2)CCCCC1	92	4	-16	1	/	10	2	92	/
6	Cc1ccc(C(=O)NCc2ccccc2)cc1Br	93	3	17	3	-0.5	0	0	89	0
7	Cc1ccc(S(=O)(=O)NNC(=O)Nc2ccc(Cl)c(Cl)c2)cc1	110	-4	-1	-5	-1.1	-3	0	104	-10
8	O=C(O)c1c(-c2ccc(Cl)cc2)cn2ccccc12	89	-14	2	6	3.0	-20	7	/	-4
9	Cc1cc(F)ccc1NC(=S)NC1CCCC1	101	/	8	/	0.3	/	3	85	/
10	O=C(CCCn1c(=O)[nH]c2cc(Cl)ccc2c1=O)NCCCN1CCCC1	91	6	3	1	1.6	7	0	87	-2
11	COc1ccccc1NC(=O)c1cc(S(=O)(=O)N2CCOCC2)ccc1Cl	96	11	-18	0	6.2	5	0	100	3
12	Cc1sc2nc(SCc3ccc(C(=O)O)cc3)n(Cc3ccco3)c(=O)c2c1C	106	12	1	6	-0.8	14	3	97	-3
13	O=C(CSc1nccc(-c2cccs2)n1)Nc1cccc(Cl)c1Cl	107	4	5	4	0.8	9	0	87	-9
14	COc1ccc(-c2cc(=NC(CC(C)C)C(=O)O)c3cc(C)ccc3o2)cc1 (centres undefined)	109	3	4	-1	-1.2	7	1	102	-4
15	CC(=O)Oc1ccc(C(=O)Nn2cnnc2)cc1	105	1	-6	3	3.1	2	3	96	1
16	COc1ccccc1C(c1nnnn1C(C)(C)C)N1CCCCCC1 (centres undefined)	105	5	6	6	-1.1	2	2	106	-6
17	O=C(OCc1nnc(-c2ccccc2)o1)c1ccc(Cl)cc1	95	2	3	1	-0.7	8	0	90	3
18	C[C@H](CO)N1C[C@H](C)[C@@H](CN(C)C(=O)Nc2ccc(C(F)(F)F)cc2)Oc2c(NS(=O)(=O)c3cccs3)cccc2C1=O	102	/	-4	-1	/	/	0	103	/
19	CC(=O)Nc1ccc2nc(-c3cccnc3)[nH]c2c1	94	-3	18	2	-0.4	2	0	97	1
20	CCCCn1c(N)c(N(CCC(C)C)C(=O)COC(=O)c2ccco2)c(=O)[nH]c1=O	97	8	-9	0	1.4	0	0	93	1
21	O=C(N/N=C/c1cccc(OC(=O)c2ccccc2Cl)c1)c1cccnc1	105	4	-5	0	-1.1	2	1	107	-1
22	CCOc1cccc(/C=C/c2cc(C(=O)O)c3ccccc3n2)c1OC	113	1	-3	-4	-2.2	1	2	96	4
23	Cc1cc(C)nc(/N=C2\NC(=O)CC(C(=O)O)N2c2ccc(Oc3ccccc3)cc2)n1 (centres undefined)	92	5	1	1	-1.5	6	3	96	4
24	CCOC(=O)C/C(C)=N/NC(=O)c1cccs1	?	3	0	3	-2.0	9	0	?	-2
25	CCCNC(=O)CN(Cc1ccco1)S(=O)(=O)c1ccc(OCC)cc1	96	-1	4	-2	-1.1	-9	3	98	4
26	COc1ccc(Cl)cc1NC(=O)CN(C)C(=O)Cc1n[nH]c(=O)c2ccccc12	104	-5	13	8	0.6	-10	1	98	3
27	CCOC(=O)CNC(=O)CSc1nc2ncc(Br)cc2[nH]1	109	-8	6	4	-1.6	-5	0	99	4
28	COc1ccc(N2CCN(c3oc(COc4ccc(Cl)cc4Cl)nc3C#N)CC2)cc1	107	0	2	1	-0.1	6	0	104	0
29	CC(C)CC(NC(=O)OC(C)(C)C)c1cn([C@@H](Cc2cc3ccccc3[nH]2)C(=O)N2CCN(C(=O)OC(C)(C)C)CC2)nn1 (some centres undefined)	98	0	5	10	1.7	-1	2	118	-1
30	COC(=O)CCC(=O)NN1C(=O)c2ccccc2C1=O	99	4	4	-3	0.6	14	4	96	3
31	O=[N+]([O-])c1ccc(-c2cnc[nH]2)cc1	118	8	-2	7	-1.8	5	0	100	1
32	COc1cccc(NC(=O)C(=O)NCc2ccncc2)c1	106	-2	5	6	0.1	1	0	102	-5
33	COc1ccc2c(c1)c1nc3ccccc3nc1n2Cc1ccc(OC)c(OC)c1	97	50*	-193	52*	-26*	55*	7	78	1
34	CCN(CC)C(=O)CCc1nnc(CCc2c[nH]c3ccccc23)o1	97	0	8	4	-3.5	-6	0	94	3
35	O=C(CCN1C(=O)c2ccccc2C1=O)NC(=S)Nc1ccccc1	99	0	3	2	-1.0	8	0	100	1
36	COCCN(CC(=O)Nc1ccccc1C(F)(F)F)C(=O)/C=C/c1ccc2ccccc2n1	90	0	-8	2	/	1	0	85	/
37	CCCC1CCC(c2ccc(C(N)=O)cc2)CC1 (centres undefined)	95	1	-3	-4	-2.9	-7	1	97	-7
38	COC(=O)N1CC=CC1(C)C(=O)NCc1cc(F)cc(C(F)(F)F)c1 (centres undefined)	83	0	26	0	0.8	-4	1	85	-2
39	CCc1ccc(OCC(=O)NC(=S)Nc2ccc(C(C)=O)cc2)c(Br)c1	100	4	5	7	1.6	7	5	96	2
40	O=C(CNC(=O)c1ccco1)Nc1cccc(Cl)c1	98	-1	7	1	-0.8	3	3	108	2
41	CCCCN(C(=O)/C=C/c1ccc(OC)cc1)C1CCS(=O)(=O)C1 (centres undefined)	104	-5	8	-1	-4.0	-5	0	97	-1
42	Cc1ccc(SCc2cc(=O)[nH]c(/N=C(\N)Nc3ccc(C)c(C)c3)n2)cc1	101	-1	5	3	-0.2	-2	0	102	-3
43	Cc1ccc(SCCC(=O)NNC(=O)c2ccccc2F)cc1	97	/	0	-5	/	/	10	102	/
44	CCOc1ccc(S(=O)(=O)n2cc(F)c(=O)[nH]c2=O)cc1[N+](=O)[O-]	104	5	19	8	3.1	-2	0	103	4
45	c1ccc(C2[C@H]3CN(CC4CCCCC4)[C@H](c4ccccc4)C34CC2(c2cccnc2)C4)cc1 (some centres undefined)	102	1	1	5	0.2	-4	0	101	1
46	CC(=O)N1CCCc2cc(S(=O)(=O)N3CCC(C)CC3)ccc21	106	8	8	4	-4.2	6	1	106	1
47	CCOc1ccc(-n2c(COc3ccccc3)nnc2SCC(N)=O)cc1	102	-1	6	-7	-1.7	-2	0	111	2
48	O=C(CNC(=O)c1ccccc1)NCC(=O)OCC(=O)c1ccccc1	99	-1	13	6	-1.2	-5	2	100	0
49	Clc1ccc(NC2=NCCC2)cc1Cl	93	2	19	-1	-1.8	-1	0	94	8
50	CC(=O)NC(Cc1ccccc1)C(C)=O (centres undefined)	101	0	5	-4	-1.1	-5	0	100	-2
51	CCOC(=O)C1CCCN(CC(=O)Nc2cccc(C(C)=O)c2)C1 (centres undefined)	91	7	-11	-3	0.2	5	4	95	0
52	CCOC(=O)N1CCN(C(=O)CNC(=O)c2ccc(Br)cc2)CC1	109	4	17	-2	3.7	12	0	106	3
53	CCO[C@@H]1OC(C(=O)N2CCCCCCC2)=C[C@H](c2ccc(C(F)(F)F)cc2)[C@H]1CCCO	98	4	4	3	-3.1	-2	0	106	-6
54	c1ccc(CCc2cn(C[C@H]3CC[C@@H]([C@@H]4CC[C@H](Cn5cc(CCc6ccccc6)nn5)O4)O3)nn2)cc1	71	6	5	6	2.4	4	2	63	2
55	CCOC(=O)c1c(SCc2ccccc2)n[nH]c1N	95	-1	-1	-7	-1.0	-2	3	95	-2
56	CC1Sc2ccc(S(=O)(=O)N3CCC(C(N)=O)CC3)cc2NC1=O (centres undefined)	91	9	8	2	1.0	2	1	99	2
57	O=C(OCC(=O)N1CCN(C(=O)c2ccco2)CC1)C1=COCCO1	105	-1	9	5	1.8	4	1	107	-4
58	O=C1Nc2ccccc2/C1=N/N=C/c1cccc(O)c1	99	10	-1	1	1.7	6	0	104	3
59	CC(=O)c1c(C(C)=O)c(C)n(-c2ccc(N)cc2)c1C	115	12	4	-3	-0.9	7	0	107	3
60	CC(C)(C)c1ccc(S(=O)(=O)N2CCC(N3CCCCC3)CC2)cc1	100	3	-1	6	0.7	4	0	101	1

(further entries)
entry	canonical_smiles	AGP1-GFP MLPCN	Bcl-xL primary	VLA-4 inh	GLD-1 TGE inh	MEX-5 binding	MCL1 BIM primary	GRK2 aptamer HTS	CIT2 TOR yeast	Fam108B counter
61	O=c1oc2ccccc2n1Cc1cccc(C(F)(F)F)c1	100	2	-6	7	-2.0	-6	2	92	2
62	O=C(Nc1ccccc1Cl)C1C(c2ccccc2)C1(Cl)Cl (centres undefined)	104	4	10	12	1.5	2	6	98	1
63	O=S(=O)(NCc1ccccc1)NCc1ccccc1	111	1	-1	4	0.4	0	1	103	-2
64	CCOC(=O)CN1C(=O)N(c2ccccc2OC)S(=O)(=O)c2ccccc21	97	2	-8	1	0.9	7	0	99	-4

Screening results as filed in PubChem.
